KCNK3 block = human KCNK3 channel inhibitors, primary screen, CHO cells, FluxOR thallium flux, B-score | B-score at 10 µM | FluxOR fluorescence; hits give low values | actives 0.84% (n = 340,000) | AID 602410, 2012;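 active means B-score under library mean minus 4 SD, starting fluorescence ratio at most library mean plus 5 SD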;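 further: more negative B-score means stronger inhibition of thallium flux through KCNK3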
HDAC3 inhib = HDAC3 deacetylase inhibitors, primary screen, biochemical, fluorescence, cell-free homogeneous | Histone deacetylase 3 (Homo sapiens), O15379 | recombinant HDAC3, fluorogenic peptide/trypsin coupled | inhibition, % at 8.3 µM | actives 0.15% (n = 320,000) | AID 2718, 2010; in the data active means inhibition above about 26%, passing the limit was not always enough; inconclusive means no clear call, values can overlap the other calls
Target sequence (O15379 whole entry, looked up): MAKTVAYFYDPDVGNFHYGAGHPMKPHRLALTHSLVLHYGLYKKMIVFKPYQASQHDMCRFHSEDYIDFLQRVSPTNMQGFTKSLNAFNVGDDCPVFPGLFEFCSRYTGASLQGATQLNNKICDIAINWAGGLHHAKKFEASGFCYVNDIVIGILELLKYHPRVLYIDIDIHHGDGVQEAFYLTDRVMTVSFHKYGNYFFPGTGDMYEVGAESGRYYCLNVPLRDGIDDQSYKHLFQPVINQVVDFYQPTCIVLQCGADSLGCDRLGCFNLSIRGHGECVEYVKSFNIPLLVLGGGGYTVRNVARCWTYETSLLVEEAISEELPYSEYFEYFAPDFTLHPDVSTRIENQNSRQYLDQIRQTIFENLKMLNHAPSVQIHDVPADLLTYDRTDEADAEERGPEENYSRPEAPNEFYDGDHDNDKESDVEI
Dyrk1A ADPGlo = rat Dyrk1A kinase inhibitors, primary screen, biochemical, single point, plate reader | AID 504441, 2011 | inhibition, % at 12.5 µM | Dual specificity tyrosine-phosphorylation-regulated kinase 1A (Rattus norvegicus), Q63470 | actives 0.43% (n = 310,000) | ADP-Glo luminescence, NFATc1 peptide; in the data active means inhibition above about 50%;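 further: plate controls were vehicle with enzyme for no effect and no enzyme for full effect; many of its hits are not listed in these tables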
GSK3 alpha inh = blockers of GSK3A enzyme activity – biochemical, luminescence, cell-free homogeneous, HTS, primary screen; Glycogen synthase kinase-3 alpha (Homo sapiens), P49840; inhibition, % at 10 µM; actives 0.1% (n = 320,000); AID 2650, 2010; GSK-3 alpha kinase, ADP-Glo luminescence, 60 min;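 in the data active means inhibition above about 50%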;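 further: GST-tagged GSK-3 alpha with peptide substrate and 25 µM ATP; 0% = DMSO neutral wells and 100% = GW8510 positive control wells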
Target sequence (P49840 whole entry, looked up): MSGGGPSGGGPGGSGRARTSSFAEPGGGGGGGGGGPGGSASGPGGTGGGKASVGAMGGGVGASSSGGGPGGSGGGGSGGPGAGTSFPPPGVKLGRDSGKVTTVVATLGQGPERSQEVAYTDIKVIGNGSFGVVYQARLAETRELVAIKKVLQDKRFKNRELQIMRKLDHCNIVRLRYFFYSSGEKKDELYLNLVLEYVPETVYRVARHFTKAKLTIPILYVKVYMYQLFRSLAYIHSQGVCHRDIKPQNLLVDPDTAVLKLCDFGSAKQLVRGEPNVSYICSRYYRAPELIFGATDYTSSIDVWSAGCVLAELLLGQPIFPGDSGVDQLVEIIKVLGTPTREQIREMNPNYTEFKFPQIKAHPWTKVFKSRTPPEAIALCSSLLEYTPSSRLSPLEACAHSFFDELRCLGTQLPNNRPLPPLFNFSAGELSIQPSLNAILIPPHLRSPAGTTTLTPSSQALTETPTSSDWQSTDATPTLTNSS
The depositor's hits bear a star; i = inactive; u = inconclusive.

KCNK3 block,HDAC3 inhib,smiles,Dyrk1A ADPGlo,GSK3 alpha inh
i,-1,O=C(CCc1nc2ccccc2c(=O)[nH]1)N1CCN(c2ccccc2Cl)CC1,3,-2
i,-6,CCOC(=O)[C@@H]1[C@H]2COc3cc(OC)ccc3[C@@H]2N2C(=O)N(c3ccc(OC)cc3)C(=O)[C@@]12C,-2,3
i,-1,COCCN(CC(=O)Nc1cc(Cl)ccc1-n1cncn1)Cc1nc2ccccc2c(=O)[nH]1,1,-3
i,-4,CN(Cc1ccccc1)C(=O)c1[nH]cnc1C(=O)Nc1nccs1,-2,1
i,-4,CC(c1ccccc1)N1CC(C(=O)Nc2ccc(F)cc2)CC1=O (configuration not stated),-1,2
i,-1,Cc1nnc(SCC(=O)Nc2sccc2C(N)=O)s1,3,18
i,u,Cc1ccc(C)c(-n2sc3ccc(F)cc3c2=O)c1,-1,-4
i,0,COc1ccc(CCNC(=O)CSc2nc3scc(-c4ccccc4)c3c(=O)[nH]2)cc1,-2,-1
i,-5,Cc1cc(C)c2c(c1)NC(=O)C2(O)CC(=O)c1cccs1 (configuration not stated),14,4
i,0,Cc1ccc(NC(=O)CN2C(=O)NC3(CCCCC3)C2=O)cc1S(=O)(=O)N1CCOCC1,0,0
i,13,Nc1nc2cc(S(=O)(=O)N3CCOCC3)ccc2o1,6,-2
i,-7,COc1cccc2sc3cc(NCC[C@@H]4CCCN4C)ccc3c(=O)c12,11,10
i,3,COc1cc(C(=O)OCC(=O)c2ccc(S(=O)(=O)N3CCCCC3)cc2)cc(OC)c1OC,-3,3
i,8,Cc1ccc(S(=O)(=O)N2[C@@H](c3ccccc3)C(C(=O)O)=CC[C@H]2c2ccc(Cl)cc2)cc1,4,-2
i,-1,COc1cc(Cl)c(C)cc1NC(=O)CN1CCN(C(=O)C2CC2)CC1,6,1
i,0,c1ccc(CCCCN2C(Nc3ccccc3)=NC[C@@H]2Cc2ccccc2)cc1,9,4
i,-19,CCOC(=O)N1CCN(C(=O)c2cccn3c(=O)c4sccc4nc23)CC1,4,0
i,10,C[C@]12c3[nH]c4ccccc4c3CCN1C(=O)C(CC(=O)NCC13CC4CC(CC(C4)C1)C3)C[C@@H]2C(=O)N1CCOCC1 (some centres not stated),-2,-2
i,2,Cc1ccc(S(=O)(=O)N(C)C)cc1NC(=O)C1CCCCN1S(=O)(=O)c1ccccc1 (configuration not stated),5,-1
i,3,O=c1cc(CSc2nnc(Nc3ccccc3)s2)nc2sccn12,2,-3
i,-4,CCCn1c(=O)c2c(ncn2C)n(CCC)c1=O,2,3
i,1,Cc1cccc(OC(C)C(=O)OCC(=O)N2CCN(c3ccccc3)CC2)c1 (configuration not stated),0,-1
i,-6,COc1ccccc1-c1sc2ccccc2c1C#Cc1ccc(N(C)C)cc1,51*,-2
i,0,COc1ccc(NC(=O)Cc2cccs2)cc1S(=O)(=O)N1CCCCC1,-1,2
i,1,Cc1noc(C)c1COc1ccc(C(=O)NCCc2ccc(F)cc2)cc1,8,-3
i,3,COc1ccc([C@H]2CC(=O)C=C(/C=C/Cc3ccccc3)C2)cc1,3,3
i,9,C#CCOCCOCCOCCNc1nc(N2CCN(C(=O)CCCCCCCCCCNC(=O)[C@H](CCCCN)n3cc(C)nn3)CC2)nc(N2CCN(C(=O)CCCCCCCCCCNC(=O)[C@H](CCCCN)n3cc(CCCC(=O)O)nn3)CC2)n1,7,12
i,48*,C=CCC[C@@H](Cc1ccc(F)cc1)C(=O)O[C@H](CNC(=O)[C@H](CC=C)CC(=O)N(CCO)Cc1ccccc1)c1ccccc1,2,1
i,-10,COc1ccc(CNC(=O)CCC(=O)c2ccc(F)cc2)cc1OC,0,-1
i,6,CCN=C1Cn2c(nc3scc(-c4ccccc4)c3c2=O)CN1CC,8,-2
i,-1,COc1ccc(S(=O)(=O)N2CCCCC2)cc1NC(=O)CCNC(=O)c1ccc(Cl)cc1,4,5
i,8,O=C(CNC(=O)C1COc2ccccc2O1)Nc1ccc(F)c(F)c1 (configuration not stated),-3,-1
i,-2,CCCCN(C(=O)c1cc2c(s1)CCCC2)c1c(N)n(CCC)c(=O)[nH]c1=O,4,-2
i,2,O=C1CCCC2=C1C(c1ccncc1)c1c(nc(SCc3ccccc3Cl)[nH]c1=O)N2 (configuration not stated),-5,0
i,-2,Cc1c(NC(=O)c2cccc(NC(=O)COc3cccc(Br)c3)c2)c(=O)n(-c2ccccc2)n1C,0,2
i,5,OCCN1CCN(CC/C=C2/c3ccccc3Sc3ccc(Cl)cc32)CC1,4,6
i,1,CC(=O)c1ccccc1NC(=O)COC(=O)c1ccccc1NC(=O)c1ccccc1,2,0
i,-2,CN(CC(=O)Nc1ccccc1Cl)C(=O)COC(=O)c1ccc(C(F)(F)F)cc1,2,-2
i,2,O=C(NC(=S)NCc1ccc(Cl)cc1)c1ccco1,-2,-2
i,-2,CCOc1ccc(OCCCC(=O)N2CCN(S(=O)(=O)c3ccccc3C#N)CC2)cc1,-6,3
i,-7,COC(=O)c1c(-c2ccc(N(C)C)cc2)sc2ccc(OC)cc12,-8,-2
i,5,Cc1ccc(C(=O)NNC(=O)CCOc2cccc(C)c2)cc1,5,0
i,-1,C[C@H]1CN([C@@H](C)CO)C(=O)Cc2cc(NC(=O)CCC(F)(F)F)ccc2O[C@H]1CN(C)S(C)(=O)=O,11,2
i,7,COc1ccccc1NS(=O)(=O)c1cc(NC(=O)COc2ccccc2F)ccc1N1CCOCC1,-3,3
i,-8,C[C@H](CO)N1C[C@H](C)[C@@H](CN(C)S(=O)(=O)c2ccc(Cl)cc2)Oc2ccc(NS(=O)(=O)c3ccccc3)cc2CC1=O,-8,-3

A second format for part of the listing above.
molecule,KCNK3 block,HDAC3 inhib,Dyrk1A ADPGlo,GSK3 alpha inh
CCCCN(C(=O)c1cc2c(s1)CCCC2)c1c(N)n(CCC)c(=O)[nH]c1=O,i,-2,4,-2
O=C1CCCC2=C1C(c1ccncc1)c1c(nc(SCc3ccccc3Cl)[nH]c1=O)N2 (configuration not stated),i,2,-5,0
Cc1c(NC(=O)c2cccc(NC(=O)COc3cccc(Br)c3)c2)c(=O)n(-c2ccccc2)n1C,i,-2,0,2
OCCN1CCN(CC/C=C2/c3ccccc3Sc3ccc(Cl)cc32)CC1,i,5,4,6
CC(=O)c1ccccc1NC(=O)COC(=O)c1ccccc1NC(=O)c1ccccc1,i,1,2,0
CN(CC(=O)Nc1ccccc1Cl)C(=O)COC(=O)c1ccc(C(F)(F)F)cc1,i,-2,2,-2
O=C(NC(=S)NCc1ccc(Cl)cc1)c1ccco1,i,2,-2,-2
CCOc1ccc(OCCCC(=O)N2CCN(S(=O)(=O)c3ccccc3C#N)CC2)cc1,i,-2,-6,3
COC(=O)c1c(-c2ccc(N(C)C)cc2)sc2ccc(OC)cc12,i,-7,-8,-2
Cc1ccc(C(=O)NNC(=O)CCOc2cccc(C)c2)cc1,i,5,5,0
C[C@H]1CN([C@@H](C)CO)C(=O)Cc2cc(NC(=O)CCC(F)(F)F)ccc2O[C@H]1CN(C)S(C)(=O)=O,i,-1,11,2
COc1ccccc1NS(=O)(=O)c1cc(NC(=O)COc2ccccc2F)ccc1N1CCOCC1,i,7,-3,3
C[C@H](CO)N1C[C@H](C)[C@@H](CN(C)S(=O)(=O)c2ccc(Cl)cc2)Oc2ccc(NS(=O)(=O)c3ccccc3)cc2CC1=O,i,-8,-8,-3

Next section.
KCNK3 block,HDAC3 inhib,smiles,Dyrk1A ADPGlo,GSK3 alpha inh
i,4,CC(C)N(Cc1nnc(-c2ccccc2Br)o1)C(=O)c1cc(Cl)nc2ccccc12,0,0
i,-9,CC(C)(C)OC(=O)NCCCCCNC(=O)c1[nH]cnc1C(=O)Nc1nccs1,-7,1
i,2,Cc1cc(OC(=O)C(c2ccccc2)c2ccccc2)c([N+](=O)[O-])c(=O)[nH]1,-3,-5
i,4,COc1ccc(S(=O)(=O)Nc2cccc3c2O[C@@H](CN(C)CC2CC2)[C@@H](C)CN([C@@H](C)CO)C3=O)cc1,1,-1
i,-3,Cc1ccc(S(=O)(=O)NCC(=O)OCC(=O)Nc2ccc3c(c2)OCCO3)cc1,2,-4
i,10,CCC/C(=C1/c2ccccc2C(=O)N1c1ccccc1)c1ccc2[nH]ccc2c1,9,-3
i,0,CCCOC(=O)c1c(-c2ccccc2)nc(CC)c(C(=O)SCC)c1CCC,-1,-3
i,-1,CCOc1ccccc1N(CC(=O)O)S(=O)(=O)c1ccccc1,-7,-1
i,-2,COc1ccc([C@H]2CC(=O)C=C(c3ccc4ccn(C)c4c3)C2)cc1,3,-1
i,-1,C[C@@H](C(=O)NCCc1c[nH]c2ccccc12)[C@@H]1C[C@@]1(C)[C@@H](NC(=O)OCc1ccccc1)c1ccccc1,5,-1
i,-5,CCCN(CC(=O)Nc1ccccc1C)C(=O)c1ccc2c(c1)OCO2,-8,-1
i,16,COCCN(C(=O)C1CC(=O)N(Cc2ccccc2)C1)c1nc(-c2ccc([N+](=O)[O-])cc2)cs1 (configuration not stated),-2,1
i,4,COc1ccccc1OCC(=O)Nc1cc(Cl)ccc1N1CCCCC1,-2,-2
i,3,CCN(CC)C(=O)CSc1ncnc2c(-c3cccs3)nsc12,-1,-1
i,-4,O=C(O)C1CC(=O)N(C2CCCCCC2)C1 (configuration not stated),3,-1

2 compounds drawn at random from the list so far, as already listed:
KCNK3 block,HDAC3 inhib,smiles,Dyrk1A ADPGlo,GSK3 alpha inh
i,3,CCN(CC)C(=O)CSc1ncnc2c(-c3cccs3)nsc12,-1,-1
i,-9,CC(C)(C)OC(=O)NCCCCCNC(=O)c1[nH]cnc1C(=O)Nc1nccs1,-7,1

(continued)
KCNK3 block,HDAC3 inhib,smiles,Dyrk1A ADPGlo,GSK3 alpha inh
i,5,O=C1OC[C@@H]2CCCN2C(=O)[C@H](CC(=O)N(CCO)Cc2ccccc2)C/C=C\CC[C@@H]1Cc1ccc(F)cc1,2,-2
i,5,COc1cccc(NC(=O)COc2ccc(S(=O)(=O)NC(C)C)cc2)c1,2,0
i,2,O=C(CSc1n[nH]c(-c2cccs2)n1)N1CCOCC1,2,-3
-9.9*,10,Cc1cc(Cl)ccc1OCC(=O)NNC(=O)C1CCN(c2ncnc3sc(C)c(C)c23)CC1,-4,0
i,4,C[C@H]1CN([C@@H](C)CO)C(=O)Cc2cc(NS(=O)(=O)c3cn(C)cn3)ccc2O[C@@H]1CN(C)C(=O)Nc1ccc(F)cc1,7,1
i,2,COc1ccc(C(CNC(=O)CNC(=O)c2ccc(F)cc2)N2CCCC2)cc1 (configuration not stated),-1,4
i,5,COc1ccc(Cl)cc1C(=O)NNC(=O)COC(=O)c1ccc(Br)o1,-1,-5
i,-4,O=C(Nc1cc(S(=O)(=O)N2CCOCC2)ccc1N1CCOCC1)c1ccccc1F,3,-2
i,2,Cc1ccc(C)c(-c2csc(NC(=O)c3c(C)noc3C)n2)c1,-2,-1
i,-7,CC(C)(C)[C@H]1COC(=O)CC/C=C\C[C@@H](CC(=O)N[C@H](CO)Cc2ccccc2)C(=O)N1,-15,-1
i,-6,COc1ccc(/C=C/C(=O)Nc2ccc(S(=O)(=O)N3CCOCC3)cc2)c(OC)c1,-2,0
i,1,CN(CC(=O)Nc1ccc2c(c1)OCCO2)Cc1nc2ccccc2c(=O)[nH]1,5,0
i,-5,COc1ccc(C2=C(c3ccc(OC)c(OC)c3)CN3CCCCC3C2)cc1 (configuration not stated),6,-2
i,4,Cc1ccc(S(=O)(=O)N2[C@@H](c3ccc(C(C)(C)C)cc3)C(C(=O)O)=CC[C@H]2c2cccc(Cl)c2)cc1,-2,-4
i,1,COc1ccc(NC(=O)c2ccccc2)cc1,8,-1
i,3,Cc1ccc(NC(=O)c2ccc(COc3ccccc3[N+](=O)[O-])o2)nc1,-1,4
i,-2,CN(c1ccccc1)S(=O)(=O)c1cccc(NC(=O)CCNC(=O)c2ccc([N+](=O)[O-])cc2)c1,4,-1
i,3,CCN(CC(=O)Nc1c(F)cccc1F)C(=O)c1cnc(C)cn1,-7,-1
i,7,O=C(COC(=O)c1c[nH]c2ccccc12)Nc1ccc(F)cc1,-2,13
i,-2,O=C(COC(=O)C1(c2ccccc2)CCCC1)N1CCNC1=O,1,1
i,-1,Cc1cc(C)nc(NC2=NCC(=O)N2c2ccc(Cl)cc2)n1,12,-1
i,-4,COCCn1c(=S)[nH]c2cc(C(=O)N3CCC(C(N)=O)(N4CCCCC4)CC3)ccc2c1=O,-7,-1
i,-23,Cc1ccc(C(=O)NCC(=O)OCC(=O)Nc2cc(S(=O)(=O)N3CCOCC3)ccc2Cl)s1,4,-4
i,12,O=C1NC[C@H](c2ccccc2)OC(=O)[C@H](Cc2ccc(F)cc2)C/C=C\C[C@H]1CC(=O)N(CCO)Cc1ccccc1,6,-1
i,-1,CCc1ccccc1NC(=O)CNC(=O)CSC(=S)N1CCCC1,-2,-1
i,0,COc1cc(C(=O)NNC(=O)c2ccc3c(c2)OCCO3)cc(OC)c1OC,1,-4

Compound activity deposited in PubChem by several laboratories.

This is a subset, so the mix of outcomes need not match the whole.
